Compound activity (PubChem)
TbPYK inhibitor: inhibitors of Trypanosoma brucei pyruvate kinase; AID 624173; Q57TT1; Potency, µM (titrated, usually from 76.8 µM), without a hit: at the highest dose activity, negative = inhibition, hits mostly inhibitors; actives 0.12% (n = 410,000); TbPYK enzyme, Kinase-Glo Plus ATP luminescence, 45 min; active means well fitted inhibition curve with a large enough effect; further: nearly all actives have a fitted effect of over 50% in size
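Luminescence from Kinase-Glo Plus, added after a 45-minute room-temperature reaction, served as the end-point read-out. The enzyme and substrate were preincubated with compound before ADP (130 uM final) initiated turnover. Concentration-effect curves came from normalized qHTS data.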
* marks the source's active call; other numbers are inactive results; [ ] = another dose, or the depositor's remark. On the % scale 0 is the no-effect control and ±100 the full control effect; potency means the concentration at half of the fitted maximal effect. This is a subset. The share of hits here may be higher or lower than overall.

SMILES	TbPYK inhibitor
COc1ccc2c(c1)CC(C(=O)NCCCN1CCN(c3ccc(F)cc3)CC1)CO2 (stereo not given)	0.2%
CCCOc1ccc(Oc2nc(NCC(C)C)nc(N(C)C)n2)nn1	4.1%
COc1ccccc1CNc1cc(C)nc2nc(-c3ccc(C)cc3)nn12	3.5%
COc1cccc(C(=O)Nc2cccc(OCc3cc(=O)n4cc(C)ccc4n3)c2)c1	-4.7%
Cc1c(C(=O)N(C)C)sc2c1c(=O)n(-c1ccc(F)cc1)c(=O)n2Cc1cc(=O)n2ccccc2n1	3.9%
CCc1cc(C(=O)N2CCN(c3ccccc3)CC2)no1	-1.8%
CCc1ccc(C2CC(=O)Nc3c2c(C)nn3-c2nc(C)cc(C)n2)cc1 (stereo not given)	-1.2%
CCN(CC)c1ccc(NC(=O)C2CCN(c3nnc(-n4cccc4)s3)CC2)c(C)c1	-20.0%
Cc1ccc(CCNC(=O)c2cc3sccc3n2Cc2ccc(Cl)cc2)cc1	-3.3%
Cc1ccc(N2CCN(C(=O)c3cnn(-c4ccc(F)cc4F)c3C3CCN(C(=O)OC(C)(C)C)CC3)CC2)c(C)c1	-1.5%[15.4 µM]
CC(NC(=O)CSc1n[nH]c(-c2ccccc2)n1)c1nc2ccccc2n1C (stereo not given)	-6.0%
Cc1ccc2c(CC(=O)N3CCN(c4cccc(Cl)c4)CC3)coc2c1	-1.9%
COc1ccc(-c2nnc(SCC(=O)c3ccc([N+](=O)[O-])cc3)o2)cc1OC	-4.0%
Cc1ccc2nc(NC(=O)c3cc(=O)c4cc(Cl)ccc4o3)sc2c1	2.3%
O=C(CCCn1c(=O)c2sccc2n(Cc2ccc(F)cc2Cl)c1=O)NCc1ccc2c(c1)OCO2	-4.0%
CCOc1ccc(CNC(=O)CCCn2nc(C)c3sc4ccccc4c3c2=O)cc1	0.3%
Cc1ccc(Cc2nc3ccccc3nc2SCC(=O)Nc2ccc3c(c2)OCO3)cc1	0.5%
O=C(CSc1nnc(-c2ccccc2)c(-c2ccccc2)n1)Nc1ccccc1Cl	1.0%
COc1ccc2nc(NC(=O)c3nc(S(=O)(=O)Cc4ccc(C)cc4)ncc3Cl)sc2c1	-4.7%
COc1cccc(CN2C(=O)C3(SCC(=O)N3c3ccc(C(C)C)cc3)c3ccccc32)c1 (stereo not given)	-0.8%
CCOC(=O)C1CCN(Cc2cn3c(-c4ccc(OC)cc4)nnc3s2)CC1	-8.6%
Cc1ccccc1OCc1nnc(SCc2cc(=O)c3cc(F)ccc3[nH]2)n1C	-13.9%
CC(NC(=O)c1cc2c(=O)n3ccccc3nc2n(C(C)C)c1=N)c1ccccc1 (stereo not given)	1.5%
Cn1c(NCc2ccccc2F)nc2ccccc21	-5.6%
O=C(COCc1cc(-c2ccc3c(c2)OCO3)on1)Nc1cc(Cl)ccc1O	-6.6%
O=C(NCCCc1nc2ccccc2n1Cc1ccccc1Cl)c1ccco1	-3.0%
CCCC1N=C2c3ccccc3N=C(SCC(=O)NCCc3ccc(Cl)cc3)N2C1=O (stereo not given)	-11.2%
Cc1ccc(C(=O)Nc2nnc(SCc3cc(=O)c4c(C)ccc(C)c4[nH]3)s2)cc1	1.2%
O=C(CSc1nc(=O)n(Cc2cccnc2)c2c1CCC2)Nc1cccc(Cl)c1	-4.8%
Cc1cc(C)cc(OCC(=O)Nc2c(C)ccc3nsnc23)c1	2.3%
CCCCOC(=O)c1ccc(NC(=O)c2cc3c(=O)n4cccc(C)c4nc3s2)cc1	-0.4%
COc1ccc(CCN2C(=O)N(c3ccc(C)cc3)C(=O)C2CC(=O)Nc2ccc(F)cc2)cc1 (stereo not given)	-8.1%
COC(=O)c1c(SCC(=O)Nc2cc(C)cc(C)c2)[nH]c2ccccc2c1=O	0.9%
CCCCc1nn2c(=O)cc(COC(=O)C3CCCCC3)nc2s1	-7.5%
COc1ccc2sc(N(Cc3cccnc3)C(=O)c3cccs3)nc2c1	0.9%[15.4 µM]
COC(=O)c1ccc(Cn2c(=O)cc(C(F)(F)F)c3c(C)nn(C)c32)cc1	-0.5%
Cc1ccc(Cc2cn3cc(-c4ccccc4)nc3s2)cc1	-4.4%
Cc1cc(C)c2oc(C(=O)Nc3ccc(S(=O)(=O)N4CCCCC4)cc3)cc(=O)c2c1	2.1%
Cc1ccc2oc(C(=O)N3CCC(c4nc5ccccc5s4)CC3)c(C)c2c1	1.2%
CCC1CN(S(=O)(=O)c2cc(-c3onc(C)c3C)ccc2C)c2cc(Cl)ccc2O1 (stereo not given)	3.3%
O=P1(N(CCCl)CCCl)NC(OO)CCO1 (stereo not given)	2.0%
CC(C)C(=O)N1c2nc(-c3ccco3)nn2C2(CCCCC2)[C@@H]2CCCC[C@@H]21	-0.7%
CCOc1ccc(N2C(=O)c3[nH]nc(-c4ccccc4)c3C2c2ccc(O)c(OC)c2)cc1 (stereo not given)	-1.8%
Cc1noc(C)c1S(=O)(=O)N1CCCC(C(=O)Nc2ccc(C(C)C)cc2)C1 (stereo not given)	3.2%
c1ccc(N2CCN(c3ncnc4[nH]ncc34)CC2)cc1	-8.6%
Cc1ccc(CN(C(=O)COc2c(C)cccc2C)C2CCS(=O)(=O)C2)o1 (stereo not given)	-2.1%
COc1ccccc1CN1CCCC2(CCN(C(=O)c3csnn3)CC2)C1	6.6%
Cc1cccc(C)c1NC(=O)CCC(=O)N1Cc2ccccc2Oc2ncccc21	2.5%
CCOc1ccccc1NC(=O)C1=C(C)Nc2ncnn2C1c1cccs1 (stereo not given)	-0.6%
Cc1ccccc1Cn1cnc2nc3c(cc2c1=O)CC(C)CC3 (stereo not given)	-4.1%
Cc1noc(-c2ccc(NCc3ccccc3)c([N+](=O)[O-])c2)n1	0.4%
Cc1ccc(CNC(=O)c2cnc(N(C)C)nc2)cc1	-0.8%
Cc1cc(N2CCN(c3cc(Cl)ccc3C)CC2)n2nc(-c3ccccc3)nc2n1	-5.8%
CC1CCCN(C(=O)c2ccc(CSc3nc4ccncc4n3Cc3ccccc3)cc2)C1 (stereo not given)	-3.9%
Cc1ccc(C(=O)Nc2c(C(=O)NC(C)(C)C)oc3ccccc23)cc1	2.7%
Cc1ccccc1-c1nc(CNC(=O)NC2CCCCC2)c(C)o1	-3.4%
O=C(Nc1ccc(F)c(F)c1)c1cc(S(=O)(=O)N2CCc3ccccc32)ccc1F	-1.1%
COc1ccccc1NC(=O)C1CCCN(c2nnc(C)c3c(C)n(-c4ccccc4)nc23)C1 (stereo not given)	1.1%
CC(NC(=O)CCCN1C(=O)CCn2nc(-c3cn(C)c4ccccc34)cc21)c1ccccc1 (stereo not given)	2.6%
COc1cccc(NC(=O)C2CCN(C(=O)N3CC(C)Oc4ccccc43)CC2)c1 (stereo not given)	0.6%

Going on with the list.
SMILES	TbPYK inhibitor
O=C(/C=C/c1ccccc1Cl)Nc1nc(-c2cccs2)ns1	0.7%
Cc1ccc(N(Cc2cccs2)C(=O)C(C)Oc2ccc(Cl)c(C)c2)cc1 (stereo not given)	-10.2%
COc1ccc(NC(=O)CCc2c(C)nn(-c3ccc(N4CCOCC4)nn3)c2C)cc1Cl	-1.8%
COc1cc2c(cc1NC(=O)COc1ccc(Br)cc1C)oc1ccccc12	0.5%
COC(=O)CCN(c1ccccc1)C(CNS(=O)(=O)c1ccccc1)c1ccccc1 (stereo not given)	-2.1%
COc1cccc(C(=O)Nc2ccc(-c3cn4cccnc4n3)cc2)c1OC	-1.0%
CCC(=O)N1c2ccc(S(=O)(=O)N3CCC(C)CC3)cc2CC1C (stereo not given)	0.9%
O=C(NCC(c1ccc2c(c1)OCO2)N1CCOCC1)c1cccc(Cl)c1 (stereo not given)	2.1%
Cc1ccc(Nc2c(-c3cccnc3)nc3ccc(Cl)cn23)cc1	0.2%
CC(C)c1ccc(OCC(=O)Nc2ccc(S(=O)(=O)Nc3ncccn3)cc2)cc1	-1.8%
CCOc1ccc(-c2nc(SCC(=O)Nc3ccc4c(c3)OCO4)c(-c3ccc(F)cc3)[nH]2)cc1	6.0%
Cc1cc(N2CCC(C(=O)N(CC(C)C)CC(C)C)CC2)n2nc(C)c(-c3ccc(Cl)cc3)c2n1	5.2%
Cc1cc(Nc2cccc(C(F)(F)F)c2)nc2ccc(NC(=O)c3cncc(Br)c3)cc12	-4.6%
Cc1nc2nc(NC(=O)c3ccc(C(C)(C)C)cc3)[nH]n2c(=O)c1Cc1ccccc1	-3.7%
CCOc1ccc2c(c1)c(=O)c(C(=O)c1ccc(C)cc1)cn2Cc1ccccc1OC	4.7%
CCOC(=O)c1c(S(=O)(=O)NCC(=O)Nc2ccc(Cl)c(C(F)(F)F)c2)c(C)n(C)c1C	-0.7%
COc1ccc(C(=O)NCC(c2ccco2)S(=O)(=O)c2cccs2)cc1OC (stereo not given)	-3.1%
CCc1ccc(OC(=O)CSc2nnc(-c3ccc4c(c3)OCO4)o2)cc1	-1.0%
CCCCN1CC(c2nc3ccccc3n2CCCCOc2c(C)cccc2C)CC1=O (stereo not given)	4.5%
COC(=O)c1cc(NC(=O)CCS(=O)(=O)c2cc(Br)cc3c2N(C(=O)C2CC2)CC3)cc(C(=O)OC)c1	4.0%
Cc1[nH]c(=O)[nH]c(=O)c1S(=O)(=O)Nc1cccc(Cl)c1C	-2.8%
CC(C)COc1ccc(C(=O)N2CCN(CCc3ccccn3)CC2)cc1	-1.8%
O=C(NC1CC(=O)N(c2ccc(Cl)cc2)C1)c1cccs1 (stereo not given)	-7.5%
Cc1ccc(-n2c(SCc3nc(-c4ccc(Cl)cc4)no3)nnc2-c2ccncc2)cc1	-0.4%
CCc1cccc(C)c1NC(=O)CSc1nnc(CC)n2c1cc1occc12	-1.6%
CCN(C(=O)NCc1noc2ccccc12)c1cc(C)ccc1C	1.1%
CCn1cc(C(=O)OCC(=O)Nc2cccc(Cl)c2C)c(=O)c2ccc(C)nc21	7.2%
CC(C)(C)c1ccc(C(=O)NCC(c2cccs2)S(=O)(=O)c2ccccc2)cc1 (stereo not given)	-0.5%
CCOc1ccc2nc(Cl)c(C3CC(c4ccc(OC)cc4)=NN3S(C)(=O)=O)cc2c1 (stereo not given)	-2.1%
Cc1cccc(-c2cc(C(=O)O)c3c(-c4ccc(F)cc4)[nH]nc3n2)c1	1.2%

Some of the entries so far, as labelled records:
O=C(NC1CC(=O)N(c2ccc(Cl)cc2)C1)c1cccs1 (stereo not given)
  TbPYK inhibitor: -7.5%
CCn1cc(C(=O)OCC(=O)Nc2cccc(Cl)c2C)c(=O)c2ccc(C)nc21
  TbPYK inhibitor: 7.2%
CCc1cccc(C)c1NC(=O)CSc1nnc(CC)n2c1cc1occc12
  TbPYK inhibitor: -1.6%
COC(=O)c1ccc(Cn2c(=O)cc(C(F)(F)F)c3c(C)nn(C)c32)cc1
  TbPYK inhibitor: -0.5%

The list goes on:
SMILES	TbPYK inhibitor
COc1ccccc1-c1nn(CCC(=O)Nc2ccccc2)c2nc(C)cc(C)c12	6.5%
COc1ccc(CNC(=O)c2ccc3c(c2)N(Cc2ccccc2F)C(=O)c2ccccc2S3(=O)=O)cc1	-0.4%
CCc1ccc(CN(Cc2ccco2)C(=O)COc2ccccc2Cl)cc1	1.6%
CCN(CC)C(=O)CSc1nnc2ccc3ccccc3n12	-3.8%
Cc1ccc(-c2nc(CS(=O)(=O)CC(=O)NCc3ccccc3Cl)c(C)o2)cc1	-1.7%
CC1=C(C(=O)OCc2ccc(C)cc2)C(c2ccccc2F)CC(=O)N1 (stereo not given)	-7.8%
Cc1noc(Cn2c(=O)c3ccccc3n(CC(=O)Nc3cc(Cl)ccc3C)c2=O)n1	-3.9%
COC(=O)c1cc2sccc2n1CC(=O)Nc1ccc(OC)c(OC)c1	2.9%
COc1ccc(-c2cc3nc(C)c(CCC(=O)N4CCN(c5ccccc5)CC4)c(C)n3n2)c(OC)c1	-2.2%
COc1cc(NC(=O)c2ccc(-c3nc(CSc4ccccc4)c(C)o3)cc2)cc(OC)c1	3.6%
CSc1ncc(C(=O)Nc2ccccc2C(F)(F)F)c(-c2ccccc2)n1	-9.0%
COc1ccc(S(=O)(=O)c2nnn(-c3ccc(C(C)C)cc3)c2C)cc1	3.5%
CCCSc1nnc2c(n1)OC(c1ccc(Br)s1)Nc1ccccc1-2 (stereo not given)	-4.8%
O=c1cc(CSc2ncn[nH]2)[nH]c2ccc(F)cc12	-4.9%
Cc1cccc(-n2ncc(C(=O)N3CCc4ccccc4C3)c2C2CCN(C(=O)OC(C)(C)C)CC2)c1	-6.5%[15.4 µM]
CCCCCn1c(=O)[nH]c2cc(C(=O)NCc3ccccc3)ccc2c1=O	1.3%
COc1ccc(N(CC(=O)N2CCN(c3ccc(F)cc3)CC2)S(=O)(=O)c2c(C)nn(C)c2C)cc1	-6.8%
Cc1cc(OCC(=O)N(Cc2ccc(N(C)C)cc2)C2CCS(=O)(=O)C2)cc(C)c1Cl (stereo not given)	4.1%
COc1cc(NC(=O)N2CCC3(CC2)Nc2ccccc2-n2cccc23)cc(OC)c1OC	1.4%
Cc1csc2nc(COC(=O)CNC(=O)c3ccc(F)cc3)cc(=O)n12	1.0%
CC(C)c1ccc(NC(=O)C2CCCN(S(=O)(=O)c3ccc(Br)s3)C2)cc1 (stereo not given)	-4.6%
